From PubChem BioAssay
HTRA1 inhibitor = blocks human HTRA1 serine peptidase; inhibition, % at 5.96 µM; Q92743; AID 504803; hit rate 0.5% among 340,000; recombinant HTRA1, FP-rhodamine activity-based probe, fluorescence polarization; in the data active means inhibition above about 36%;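 further: 0% = enzyme with DMSO and 100% = wells lacking enzyme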
PRMT1 FP inh = blocks human protein arginine methyltransferase 1 | AID 652257 | inhibition, % at 2.79 µM | recombinant PRMT1, activity-based probe fluorescence polarization | Q99873 | hit rate 1.3% among 370,000;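 active means inhibition above about 21% made by adding two undisclosed values, limit read from the data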
Target sequence (Q99873 whole entry, looked up): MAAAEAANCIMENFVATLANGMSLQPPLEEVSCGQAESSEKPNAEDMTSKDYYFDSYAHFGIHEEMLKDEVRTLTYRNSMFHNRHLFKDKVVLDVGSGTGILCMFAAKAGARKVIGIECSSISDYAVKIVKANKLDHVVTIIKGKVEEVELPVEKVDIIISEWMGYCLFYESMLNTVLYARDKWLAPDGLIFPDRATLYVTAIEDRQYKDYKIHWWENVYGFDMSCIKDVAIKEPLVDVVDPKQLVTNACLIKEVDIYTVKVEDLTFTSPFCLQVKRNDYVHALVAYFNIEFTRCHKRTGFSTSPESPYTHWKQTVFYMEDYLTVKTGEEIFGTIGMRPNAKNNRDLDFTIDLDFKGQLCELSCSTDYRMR
TCR CD3 inh = inhibitors of human TCR-CD3 interaction; TAMRA-labeled TCR probe fluorescence, biochemical; hit rate 0.37% among 360,000; AID 651800; inhibition, % at 9.4 µM; in the data active means inhibition above about 19%;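 further: recombinant mutant TCR 2C K166C tagged with TAMRA read by polarization; 0% = receptor in buffer alone and 100% = receptor with positive control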
rCAG binder = molecules binding r(CAG) RNA repeats. inhibition, % at 3 µM. hit rate 1.3% among 370,000. AID 651821. r(CAG) RNA repeat, TO-PRO-1 dye displacement fluorescence;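 active means inhibition above the plate cutoff, the mean of all test compounds on that plate plus 3 SD, cut at about 35% in these data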;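 further: 0% = DMSO alone and 100% = 100 µM mitoxantrone as full dye displacement; higher means more dye released from RNA so lower well fluorescence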
mABHD4 FP = inhibitors of mouse ABHD4; Q8VD66; hit rate 0.54% among 370,000; purified mABHD4, FP-Rh probe fluorescence polarization; AID 720543; inhibition, % at 8.92 µM;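 active means inhibition exceeding the mean over every tested compound plus 3 SD, cut at about 30% in these data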;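 further: 0% = plate median of compound wells and 100% = S159A mutant with DMSO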
Target sequence (Q8VD66 whole entry, looked up): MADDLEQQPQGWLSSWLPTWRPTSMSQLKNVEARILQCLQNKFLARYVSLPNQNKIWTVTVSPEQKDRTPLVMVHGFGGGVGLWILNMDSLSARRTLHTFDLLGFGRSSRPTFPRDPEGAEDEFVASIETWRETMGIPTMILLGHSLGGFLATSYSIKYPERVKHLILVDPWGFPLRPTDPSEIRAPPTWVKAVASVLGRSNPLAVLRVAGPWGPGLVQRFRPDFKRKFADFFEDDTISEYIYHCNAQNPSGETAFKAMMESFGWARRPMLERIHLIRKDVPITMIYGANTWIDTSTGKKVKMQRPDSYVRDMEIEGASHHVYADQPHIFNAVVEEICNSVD
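system = mouse ABHD4 enzyme, wild type | medium = HEPES pH 7.0, NaCl, Pluronic buffer | also added = FP-Rh probe | incubation = Enzyme–compound pre-incubation 45 min, then probe 60 min, both 25 °C | technique = fluorescence polarization, excitation 525 nm, emission 598 nm, BODIPY TMR filters | controls = S159A mutant high control, sample median low control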
GC-A act = GC-A (human) enzyme activation; P16066; activation, % at 10 µM; HEK293 GC-A cells, cGMP TR-FRET, EC30 ANP; 0% at EC30 ANP, 100% saturating ANP; hit rate 0.14% among 370,000; AID 1671463; in the data active means activation above about 40%
SIAE primary = blocks human sialic acid acetylesterase | Q9HAT2 | SIAE FP-Rh probe binding, fluorescence polarization | inhibition, % at 9.66 µM | hit rate 0.69% among 370,000 | AID 1053197;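 active means inhibition above a cutoff: mean of compounds within the control limits plus 3 SD of those, cut at about 17% in these data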;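 further: 0% = plate median of compound wells and 100% = probe without SIAE protein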
NPR2 activator = GC-B (human) receptor activation. P20594. HEK293-GC-B cells, CNP EC30, cGMP TR-FRET; 0% at EC30 CNP, 100% saturating CNP. activation, % at 10 µM. hit rate 0.11% among 370,000. AID 1920062;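 active means activation at 10 µM reaching about 35% in either raw or pattern-adjusted values, limit read from the data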
MBD2 inh = blocks human MBD2 binding to methylated DNA. Q9UBB5. TR-FRET, MBD2 binding to methylated oligonucleotide. inhibition, % at 4.4 µM. hit rate 0.31% among 370,000. AID 686964; in the data active means inhibition above about 13%
UHRF1 binding = UHRF1 methyl-DNA binding inhibition; Q96T88; UHRF1 binding to methylated oligo, TR-FRET; inhibition, % at 4.4 µM; hit rate 0.75% among 370,000; in the data active means inhibition above about 21%;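 further: UHRF1 SRA domain binding a hemimethylated CpG hairpin DNA probe; 0% = median of test compound wells and 100% = reference inhibitor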
The depositor's hits bear a star; . = no result given.

1	Cc1onc(-c2ccccc2Cl)c1C(=O)N1CCN(S(=O)(=O)c2ccc(F)c(F)c2)CC1
2	COCCn1c(SCC(=O)N2CCCc3ccccc32)nc2c(c1=O)SC(C)C2 (centres undefined)
3	O=C(CC1C(=O)NCCN1Cc1ccccc1F)NC1CCCCCC1 (centres undefined)
4	Cc1nn(CC(=O)N2CCN(C)CC2)c(=O)c2ccccc12
5	C[C@H](NC(=O)c1nc[nH]c1C(=O)N[C@H](C)c1ccccc1)C(=O)OCc1ccccc1
6	CCCCN1CCc2[nH]c(=S)[nH]c(=O)c2C1
Screen / compound no. | 1 | 2 | 3 | 4 | 5 | 6
HTRA1 inhibitor | -4 | -6 | 3 | 0 | -4 | 3
PRMT1 FP inh | -1 | -3 | 1 | 3 | -3 | -3
TCR CD3 inh | 0 | 7 | 9 | -4 | 3 | 5
rCAG binder | -3 | 2 | -2 | -1 | -4 | -2
mABHD4 FP | -6 | -2 | 5 | 2 | -15 | 7
GC-A act | -1 | -5 | -1 | -5 | 15 | -1
SIAE primary | 4 | -2 | -1 | -2 | -12 | 4
NPR2 activator | 9 | -1 | -4 | 5 | 16 | 0
MBD2 inh | 0 | 1 | -6 | 4 | -3 | 1
UHRF1 binding | -2 | 2 | -2 | 2 | -2 | -1

7	O=C(Nc1ccccc1)Nc1c(-c2ccc(F)cc2)nc2ncccn12
8	COc1ccc2c(c1)[C@@H](NC(=O)c1ccncc1)[C@H](C)[C@H]2c1ccccc1
9	CCN1CCN(CCCNC(=O)C(=O)c2c(C)[nH]c3ccccc23)CC1
10	CCOC(=O)C(Cc1ccc(O)c([N+](=O)[O-])c1)N1C(=O)c2ccccc2C1=O (centres undefined)
11	O=C(Nc1ccc(S(=O)(=O)N2CCc3ccccc32)cc1)c1ccc2c(c1)OCO2
12	COCCNC(=O)c1cc(-c2ccc(-c3ccccc3)cc2)nc2ccccc12
Screen / compound no. | 7 | 8 | 9 | 10 | 11 | 12
HTRA1 inhibitor | . | . | 4 | 15 | -88 | -43
PRMT1 FP inh | -4 | 0 | -6 | -3 | 0 | 0
TCR CD3 inh | . | 2 | 3 | 0 | 2 | 3
rCAG binder | 2 | 2 | -5 | 5 | 6 | 6
mABHD4 FP | 8 | -7 | 0 | -8 | -2 | -5
GC-A act | 1 | 1 | 0 | 2 | -16 | 7
SIAE primary | 3 | -1 | 1 | -5 | -130 | -18
NPR2 activator | -2 | 0 | -5 | -2 | -7 | 0
MBD2 inh | -5 | -3 | -1 | -1 | -3 | 4
UHRF1 binding | -3 | 2 | 0 | 1 | -2 | 5

13	CSc1ccccc1OCc1cc(C(=O)NCc2cnc(C)cn2)no1
14	O=C(Cc1cccs1)NCCS(=O)(=O)N1CCN(c2cccc(Cl)c2)CC1
15	COC(=O)Cc1ccc(NC(=S)NCc2ccccc2Cl)cc1
16	COc1ccc(Br)c(C(=O)OCC(=O)Nc2cc(C)on2)c1
17	Cc1[nH]c(C)c(S(=O)(=O)NCc2ccc(F)cc2)c1C(=O)N1CCCC1
18	CCN(CC)CCCNC(=O)c1cn(CC)c2ccc(S(=O)(=O)N(C)C3CCCCC3)cc2c1=O
Screen / compound no. | 13 | 14 | 15 | 16 | 17 | 18
HTRA1 inhibitor | -2 | -6 | 2 | -5 | 1 | 1
PRMT1 FP inh | 1 | -1 | 3 | -3 | -1 | -5
TCR CD3 inh | 8 | 9 | -10 | 2 | 5 | 0
rCAG binder | -2 | -3 | -1 | 1 | 5 | -1
mABHD4 FP | 1 | -1 | -10 | 4 | 0 | 7
GC-A act | 14 | -1 | 5 | 3 | 0 | 0
SIAE primary | -4 | 3 | 4 | 4 | 5 | 8
NPR2 activator | 3 | 0 | 4 | -2 | 0 | 2
MBD2 inh | -4 | -3 | 0 | -3 | -1 | 0
UHRF1 binding | -2 | 1 | 2 | 2 | -1 | 1

19	O=C1Nc2ccc(Br)cc2/C1=C/C(=O)c1ccc2c(c1)OCO2
20	O=C(O)COc1ccc(/C=C2\SC(=Nc3ccccc3)N(c3ccccc3)C2=O)cc1
21	O=C(Nc1ccc(Cl)cc1)Nc1nnc(SCc2ccc(Cl)cc2)s1
22	Nc1nc(SCC(=O)Nc2cccc(F)c2)n[nH]1
23	C=CC[C@@H](CC(=O)NCCO)C(=O)N[C@@H](COC(=O)[C@@H](CC=C)Cc1ccc(F)cc1)Cc1c[nH]c2ccccc12
24	CC(C)C[C@H]1COc2cc(Br)ccc2S(=O)(=O)N1
25	CC(C)OC(=O)CSc1nc(-c2ccc(F)cc2)nc2ccc(F)cc12
Screen / compound no. | 19 | 20 | 21 | 22 | 23 | 24 | 25
HTRA1 inhibitor | -27 | 7 | -1 | 0 | -9 | -6 | -4
PRMT1 FP inh | 4 | 1 | -1 | -4 | 0 | 4 | -1
TCR CD3 inh | 10 | 3 | 2 | -6 | 11 | 3 | 1
rCAG binder | 44* | 14 | 3 | 1 | -5 | 3 | 1
mABHD4 FP | 7 | 0 | -3 | -11 | -3 | -6 | -7
GC-A act | -13 | -2 | 5 | -2 | -2 | 2 | -2
SIAE primary | 19* | -1 | -1 | -7 | 1 | -5 | -4
NPR2 activator | -16 | -3 | 15 | 6 | -1 | 0 | 7
MBD2 inh | 3 | 0 | 3 | -6 | -5 | 1 | 0
UHRF1 binding | 0 | 0 | -1 | 2 | -5 | -2 | -5

Ordered by molecular weight (low to high): part of the list above.
24	CC(C)C[C@H]1COc2cc(Br)ccc2S(=O)(=O)N1
16	COc1ccc(Br)c(C(=O)OCC(=O)Nc2cc(C)on2)c1
19	O=C1Nc2ccc(Br)cc2/C1=C/C(=O)c1ccc2c(c1)OCO2
25	CC(C)OC(=O)CSc1nc(-c2ccc(F)cc2)nc2ccc(F)cc12
17	Cc1[nH]c(C)c(S(=O)(=O)NCc2ccc(F)cc2)c1C(=O)N1CCCC1
12	COCCNC(=O)c1cc(-c2ccc(-c3ccccc3)cc2)nc2ccccc12
21	O=C(Nc1ccc(Cl)cc1)Nc1nnc(SCc2ccc(Cl)cc2)s1
14	O=C(Cc1cccs1)NCCS(=O)(=O)N1CCN(c2cccc(Cl)c2)CC1
Screen / compound no. | 24 | 16 | 19 | 25 | 17 | 12 | 21 | 14
HTRA1 inhibitor | -6 | -5 | -27 | -4 | 1 | -43 | -1 | -6
PRMT1 FP inh | 4 | -3 | 4 | -1 | -1 | 0 | -1 | -1
TCR CD3 inh | 3 | 2 | 10 | 1 | 5 | 3 | 2 | 9
rCAG binder | 3 | 1 | 44* | 1 | 5 | 6 | 3 | -3
mABHD4 FP | -6 | 4 | 7 | -7 | 0 | -5 | -3 | -1
GC-A act | 2 | 3 | -13 | -2 | 0 | 7 | 5 | -1
SIAE primary | -5 | 4 | 19* | -4 | 5 | -18 | -1 | 3
NPR2 activator | 0 | -2 | -16 | 7 | 0 | 0 | 15 | 0
MBD2 inh | 1 | -3 | 3 | 0 | -1 | 4 | 3 | -3
UHRF1 binding | -2 | 2 | 0 | -5 | -1 | 5 | -1 | 1

20	O=C(O)COc1ccc(/C=C2\SC(=Nc3ccccc3)N(c3ccccc3)C2=O)cc1
18	CCN(CC)CCCNC(=O)c1cn(CC)c2ccc(S(=O)(=O)N(C)C3CCCCC3)cc2c1=O
23	C=CC[C@@H](CC(=O)NCCO)C(=O)N[C@@H](COC(=O)[C@@H](CC=C)Cc1ccc(F)cc1)Cc1c[nH]c2ccccc12
Screen / compound no. | 20 | 18 | 23
HTRA1 inhibitor | 7 | 1 | -9
PRMT1 FP inh | 1 | -5 | 0
TCR CD3 inh | 3 | 0 | 11
rCAG binder | 14 | -1 | -5
mABHD4 FP | 0 | 7 | -3
GC-A act | -2 | 0 | -2
SIAE primary | -1 | 8 | 1
NPR2 activator | -3 | 2 | -1
MBD2 inh | 0 | 0 | -5
UHRF1 binding | 0 | 1 | -5

The list is partial; rates above refer to the full screens.
